Screens (PubChem)
NCI-60 one-dose screen, 48 h, at 10 µM unless noted. Numbers give growth in % (100 = growth as untreated, 0 = no growth, -100 = all killed).
HT29 – HT29 colon cancer | 81,000 compounds, 7.4% hits | AID 1794748
SF-268 – SF-268 CNS cancer cells | 82,000 compounds, 3.1% hits | AID 1794759
HCC-2998 – HCC-2998 colon cancer. 79,000 compounds, 4.7% hits
SNB-75 – SNB-75 CNS cancer; 79,000 compounds, 5% hits
SNB-19 – SNB-19 CNS cancer cells; 81,000 compounds, 2.5% hits; AID 1794751
SW-620 – SW-620 colon cancer. 82,000 compounds, 5.2% hits
SF-539 – SF-539 CNS cancer; 81,000 compounds, 6.8% hits
SF-295 – SF-295 CNS cancer cells | 79,000 compounds, 5.6% hits | AID 1794758
KM12 – KM12 colon cancer cells; 82,000 compounds, 5% hits; AID 1794800
* marks the source's active call; other numbers are inactive results; · = not tested or not shown; & = joins results of further samples; ! = not active in a repeat. The calls were made as follows: active = growth percent below 10; inactive = the rest. Hits appear at their usual frequency; about 11% have a hit in one of these screens.

SMILES	HT29	SF-268	HCC-2998	SNB-75	SNB-19	SW-620	SF-539	SF-295	KM12
NC(N)=N/N=C\c1ccnc2ccccc12	91	109	98	101	105	101	118	76	102
Clc1ccc(N2N=C(c3cccc(Nc4ccncc4)c3)CC2c2ccc(Br)cc2)cc1 (configuration not stated)	-2.8*	72	-68*	79	81	-68*	84	-69*	-51*
CCOC(=O)Nc1nc2ccccc2[nH]1	21&104	49&115	-9.9*!	23&102	31&100	12&108	29&105	8.1*!	26&106
O=c1c2sc3ncc(Cl)cc3c2ncn1-c1cccc(Cl)c1	61	60	103	104	120	49	90	·	47
COc1cc(-c2nc(C(=O)NCCCCC(=O)O)nn2-c2ccc(Cl)cc2)cc(OC)c1OC	101	95	101	96	93	101	99	95	94
O=C(CN1C(=O)c2ccccc2C1=O)NCC(=O)Nc1ccccc1	108	109	105	101	104	106	93	130	113
Fc1ccc(Cn2cc(CSc3nc4ccccc4s3)nn2)cc1F	99	94	104	115	94	100	102	94	101
NC(=O)CC[n+]1cccc(C(=O)O)c1	101	116	102	95	112	105	99	102	121
O=C(N/N=C(\CS(=O)(=O)c1ccccc1)c1cc2cc(Br)ccc2oc1=O)c1ccccc1	103	98	103	90	103	102	101	99	105
CCCCCCCCN(CCCCCCCC)CCCCCCNc1cc(OC)cc2cccnc12	28	83	93	·	94	11	111	109	59
O=C(N/N=C/c1c[nH]c2ccccc12)Nc1ccccc1Cl	-24*	8.0*	-22*	5.2*	33	26	-11*	-37*	-44*
O=[N+]([O-])c1cccc(/C=N/Nc2nc(N/N=C/c3cccc([N+](=O)[O-])c3)nc(N3CCOCC3)n2)c1	58	94	103	89	96	82	94	86	85

Pulled by structure from the entries so far, 6 records:
SMILES	HT29	SF-268	HCC-2998	SNB-75	SNB-19	SW-620	SF-539	SF-295	KM12
O=C(CN1C(=O)c2ccccc2C1=O)NCC(=O)Nc1ccccc1	108	109	105	101	104	106	93	130	113
NC(N)=N/N=C\c1ccnc2ccccc12	91	109	98	101	105	101	118	76	102
O=c1c2sc3ncc(Cl)cc3c2ncn1-c1cccc(Cl)c1	61	60	103	104	120	49	90	·	47
NC(=O)CC[n+]1cccc(C(=O)O)c1	101	116	102	95	112	105	99	102	121
Clc1ccc(N2N=C(c3cccc(Nc4ccncc4)c3)CC2c2ccc(Br)cc2)cc1 (configuration not stated)	-2.8*	72	-68*	79	81	-68*	84	-69*	-51*
O=C(N/N=C/c1c[nH]c2ccccc12)Nc1ccccc1Cl	-24*	8.0*	-22*	5.2*	33	26	-11*	-37*	-44*

An excerpt of these results, with two lines to a compound:
Each structure is followed by: HT29	SF-268	HCC-2998	SNB-75	SNB-19	SW-620	SF-539	SF-295	KM12
Fc1ccc(Cn2cc(CSc3nc4ccccc4s3)nn2)cc1F
    99	94	104	115	94	100	102	94	101
NC(=O)CC[n+]1cccc(C(=O)O)c1
    101	116	102	95	112	105	99	102	121
O=C(N/N=C(\CS(=O)(=O)c1ccccc1)c1cc2cc(Br)ccc2oc1=O)c1ccccc1
    103	98	103	90	103	102	101	99	105
CCCCCCCCN(CCCCCCCC)CCCCCCNc1cc(OC)cc2cccnc12
    28	83	93	·	94	11	111	109	59
O=C(N/N=C/c1c[nH]c2ccccc12)Nc1ccccc1Cl
    -24*	8.0*	-22*	5.2*	33	26	-11*	-37*	-44*
O=[N+]([O-])c1cccc(/C=N/Nc2nc(N/N=C/c3cccc([N+](=O)[O-])c3)nc(N3CCOCC3)n2)c1
    58	94	103	89	96	82	94	86	85

(listing goes on)
SMILES	HT29	SF-268	HCC-2998	SNB-75	SNB-19	SW-620	SF-539	SF-295	KM12
Cn1c(=O)oc2ccccc2c1=O	97	102	104	101	97	109	106	123	110
O=C(CN1CCN(c2cc(=O)n(-c3ccccc3)c3ccccc23)CC1)Nc1cccc([N+](=O)[O-])c1	89	84	97	81	78	95	97	71	89
OC(c1ccccc1)C1CC=CCC1 (configuration not stated)	105	111	89	96	100	103	102	102	106
CCN(CC)CC(=O)Nc1c(C)cc(C(=O)NN)cc1C	96	94	107	85	97	101	100	105	99
O=C(C(/C=N\C(=S)Nc1ccccc1Cl)=C(/O)c1ccccc1)c1ccccc1	82	66	98	90	79	64	100	83	79
COc1ccc(/C=C/C(=O)c2ccc(NC(=O)CN3CCN(c4cc5c(cc4F)c(=O)c(C(=O)O)cn5C4CC4)CC3)cc2)cc1	114	113	100	89	95	113	108	95	106
CCOC(=O)C(=O)Nc1ccc(Cl)cc1	100	110	110	101	111	108	102	107	104
Clc1ccccc1N1CCN(CCCN2CCN(c3ccccc3Cl)CC2)CC1	48	97	89	88	·	82	92	85	87
Cc1cc2nc(-c3c(-c4ccc(F)cc4)nc4sccn34)[nH]c2cc1C	96	91	106	105	96	108	98	92	97
CCOC(=O)CCC(NC(=O)c1ccc(N(C)CCC(C)=O)cc1)C(=O)OCC (configuration not stated)	113	107	125	93	109	110	103	101	117
C=CS(C)(=O)=O	83	98	100	114	92	82	·	99	107
COc1cc(/C=C/C(=O)c2cc(OC)c(OC)c(OC)c2)ccc1OCc1ccccc1	5.0*	43	45	13	34	13	8.8*	51	11
COc1ccc(CN2C(=O)NC(c3ccccc3)(c3ccccc3)C2=O)cc1	103	110	110	82	96	105	111	90	100
O=C(O)c1cccc(S(=O)(=O)Cl)c1	95	104	94	73	113	102	91	101	97
C/C(=N\O)c1ccc(NC(=O)CSc2nnc(-c3cc(-c4ccc(S(C)(=O)=O)cc4)nc4ccccc34)n2-c2ccccc2)cc1	102	77	105	57	88	97	83	99	82
CC/C=C\C[C@H](O)C/C=C1/C(=O)C=C[C@@]1(C)C/C=C\CCCC(=O)OC	110	106	·	99	101	114	94	107	102
CC1(C)CC(=O)C(CC2C(=O)CC(C)(C)CC2=O)C(=O)C1	97&102	96&105	102&103	86&93	96&103	104&110	96&111	98&110	87&107
c1ccc(-c2nc(-c3nccc4ccccc34)oc2-c2ccccc2)cc1	71	93	90	83	98	100	84	109	87
N=c1c2cc(-c3ccccc3)oc2ncn1N	104	77	96	94	80	104	95	103	80
O=c1oc2ccc(Br)cc2cc1-c1cs/c(=N/N=C\c2ccc(Cl)cc2)n1/N=C/c1ccc(Cl)cc1	82	102	104	107	99	105	105	102	102
O=C1c2ccccc2N2C(=O)CN(Cc3ccccc3)C(=O)C23C=CC1O3 (configuration not stated)	107	90	98	83	100	98	103	105	95
Cc1ccc(NC(=O)c2c(C)oc3ccc(O)c(CN4CCCCCC4)c23)cc1	100	101	116	78	84	86	93	85	103
Clc1cccc(Cc2cn3cc(-c4ccc(Br)cc4)nc3s2)c1Cl	92&92	89&103	117&110	80&88	99&105	83&88	69&70	93	78&77
Nc1ccc(Br)cn1	104	110	98	87	107	104	99	114	·

Single records, as listed above.
`CCOC(=O)Nc1nc2ccccc2[nH]1` is listed as HT29 = 21&104; SF-268 = 49&115; HCC-2998 = -9.9*!; SNB-75 = 23&102; SNB-19 = 31&100; SW-620 = 12&108; SF-539 = 29&105; SF-295 = 8.1*!; KM12 = 26&106
`O=C(N/N=C(\CS(=O)(=O)c1ccccc1)c1cc2cc(Br)ccc2oc1=O)c1ccccc1` is listed as HT29 = 103; SF-268 = 98; HCC-2998 = 103; SNB-75 = 90; SNB-19 = 103; SW-620 = 102; SF-539 = 101; SF-295 = 99; KM12 = 105

Going on with the list:
SMILES	HT29	SF-268	HCC-2998	SNB-75	SNB-19	SW-620	SF-539	SF-295	KM12
O=[N+]([O-])c1ccc(Sc2ccncn2)c([N+](=O)[O-])c1	·	89	91	82	106	23	23	113	76
O=c1[nH]c2ccccc2cc1CSc1nccc(-c2ccc(Cl)cc2)n1	117	92	113	68	93	112	87	85	100
CSc1nc(NC(=O)CCl)cc(=O)[nH]1	107	98	100	90	88	100	99	111	102
COc1ccc2c(c1OC)C(=O)O[C@@H]2[C@H]1c2c(c(C#CC#Cc3ccc(F)c(F)c3)c3c(c2OC)OCO3)CCN1C	92	96	89	90	103	104	95	96	83
CS(=O)(=O)c1nc2[nH]c(=O)[nH]c2c(=O)[nH]1	92	99	103	97	108	111	95	91	104
CNC(=O)c1cc(-n2ccc3cc(NC(=O)Nc4ccc(N5CCOCC5)c(C(F)(F)F)c4)ccc32)ccn1	20	73	87	17	74	62	23	12	7.4*
O=C(O)CC(C(=O)O)=C(c1ccccc1)c1ccccc1	99	107	107	90	107	105	94	97	108
Cc1ccc(CCC(=O)O)cc1	109	111	97	82	104	111	102	119	117
C=CCOc1cccc(/C=C2\SC(=S)N(C3CC(=O)N(c4ccc(Br)cc4)C3=O)C2=O)c1 (configuration not stated)	115	103	115	120	97	108	101	98	98
Oc1ccc(/C=N\N=C\c2ccco2)c(O)c1	·	101	96	115	101	108	105	104	51
COc1cc(-c2c(-c3ccccc3)c[nH]c2C(=O)NCCCO)cc(OC)c1OC	103	96	99	93	96	105	99	104	103
N#C/C(=C\c1ccc2c(c1)OCO2)c1nc2ccccc2s1	82	60	63	42	62	89	·	67	96
CCc1cc(NC(=O)Cc2ccc(F)c(F)c2)n(-c2ccccc2)n1	107	105	104	84	99	102	97	101	103
CCN(CC)c1ccc2oc(=O)c(-c3csc(N/N=C(\C)c4cc(OC)c(OC)c(OC)c4)n3)cc2c1	107	100	120	122	88	103	89	76	87
COc1ccc(/C=C/C(=O)c2ccc(NC(=O)c3ccccc3CN3C(=O)c4ccccc4C3=O)cc2)cc1	82	87	117	49	86	73	92	96	43
COc1cc2ncnc(Nc3ccc(OCc4cccc(F)c4)c(Cl)c3)c2cc1NC(=O)C1CCCC1	82	89	103	69	83	98	96	101	95
N#Cc1c(-c2ccc(F)cc2)cc(-c2ccccc2Br)[nH]c1=O	116	96	115	90	105	98	97	95	100
O=C(NCCNCCO)c1cc([N+](=O)[O-])cc([N+](=O)[O-])c1O	104	102	101	102	102	103	106	101	108
Fc1cc2c(cc1Cl)N(c1ncnc3ccc(-c4cnc5cnccn45)cc13)CC2	88	81	91	69	86	101	85	107	98
COc1cccc(Cn2cc3c(c2)-c2onc(CN4CCOCC4)c2CC3)c1	100	100	107	95	101	105	95	97	101
CCCOc1ccc(/C=N/Nc2cc(C)nc3ccc(Cl)cc23)cc1	-6.9*	84	-40*	104	59	-76*	-63*	-74*	16
Cc1ccc(NC(=O)CCCCN2CCN(C)CC2)cc1Nc1nccc(-c2cccnc2)n1	93	96	104	84	106	100	90	93	97
C=CCn1c(SCC(=O)Nc2cccc(C(=O)/C=C/c3ccc(C)cc3)c2)nc2ccccc2c1=O	73	91	87	78	82	68	89	101	74
COc1ccc(C2C3Cc4cc(OC)c(OC)cc4C3=NN2C(=O)Nc2c(C)cccc2C)cc1OC (configuration not stated)	85	92	110	92	87	103	79	92	86
Clc1ccc(SC2Cc3ccccc3C2)cc1	103	112	111	117	102	118	109	102	113
COc1cc2ncnc(Nc3ccc(O)cc3)c2cc1OC	68	87	100	64	78	112	73	99	90
CCCC(NC(=O)C(C)N)C(=O)O (configuration not stated)	105	100	101	104	111	·	123	106	106
CC(C)CNCCCC(=O)Nc1ccc(C(=O)OCC(C)C)cc1	74&96	92&92	98&100	76&76	92&93	103&111	98&88	96	104&105
Nc1[nH]nc2nc3ccccc3cc12	103	101	104	79	105	99	94	101	98
CCCCn1c(C)nc2cc(Nc3nc(Cl)nc4nc[nH]c34)ccc21	84	92	102	78	87	90	76	74	97
O=C(O)[C@@H]1CCCC[C@H]1Cl	108	100	112	86	113	101	106	105	105
CCN(CC)C(=O)CCN1C(=O)/C(=C/c2ccc(O)cc2)SC1=S	125	91	119	88	88	108	82	104	101
O=c1c2ccccc2cc2n1CCN=C2c1ccccc1	104	97	109	95	95	96	99	103	104
CS(=O)(=O)Nc1ccc(Nc2c3ccccc3nc3cc(N)ccc23)cc1	56	13	35	39	22	40	2.9*	-23*	5.6*
Cc1cccc(Nc2ncnc3c2cnn3-c2cccc(F)c2)c1	100	93	99	86	95	99	98	·	91
Nc1ncnc2c1N=C(c1cccc(Nc3ccncc3)c1)CC(c1ccc(F)cc1)N2 (configuration not stated)	56	73	90	61	89	81	94	89	84
Cc1cc2nccnc2cc1C	114	104	103	85	113	106	85	118	108
O=C(Nc1cc(C(F)(F)F)cc(C(F)(F)F)c1)Nc1cc2ccccc2cc1C(=O)O	111	95	102	89	95	103	94	109	103
